Source: PubChem BioAssay
TRHR enhancer: allosteric enhancers of human TRH receptor | P34981 | TRHR cells, fluo-8 calcium fluorescence, EC20 TRH enhancement | enhancement, % at 2 µM | hit rate 0.66% among 360,000; in the data active = enhancement above about 30%; note: 0% is about no effect
Target sequence (P34981 whole entry, looked up): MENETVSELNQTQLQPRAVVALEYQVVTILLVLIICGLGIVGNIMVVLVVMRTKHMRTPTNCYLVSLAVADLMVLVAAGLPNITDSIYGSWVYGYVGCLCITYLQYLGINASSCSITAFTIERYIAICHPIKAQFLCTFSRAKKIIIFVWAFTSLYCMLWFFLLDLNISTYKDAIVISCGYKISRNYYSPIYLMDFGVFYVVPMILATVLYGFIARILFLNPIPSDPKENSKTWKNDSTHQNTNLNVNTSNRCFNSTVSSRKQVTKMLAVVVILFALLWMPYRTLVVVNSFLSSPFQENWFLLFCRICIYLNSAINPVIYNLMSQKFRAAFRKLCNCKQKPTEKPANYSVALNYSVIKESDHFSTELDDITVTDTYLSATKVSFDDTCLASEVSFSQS
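TRHR-expressing cells loaded with fluo-8 calcium dye were read kinetically (ex 480/em 530) during compound addition, then stimulated with an EC20 of TRH (10 nM final). Enhancement of the Gq-mediated intracellular calcium response was scored.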
TrxR1 substrate: is turned over as a substrate by rat TrxR1 | purified TrxR1 substrate turnover, NADPH consumption readout | Potency, µM (highest dose often 114 µM), for the others: at the top dose activity change, negative = substrate turnover | hit rate 0.01% among 390,000 | AID 588456; note: potency is the fitted concentration of half-maximal effect; % is set by controls: 0 for no effect and ±100 for the full control effect; nearly all actives have a fitted effect of over 50% in size
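Rat TrxR1, dispensed at 90 nM, was prereduced with 400 uM NADPH (final) for 5 min at ~22 deg C, then incubated with compound 15 min before 400 uM selenite. A first-read NADPH fluorescence drop versus no-compound background flagged substrates.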
D2 antagonist: D2 dopamine receptor (human) antagonism | P14416 | HEK293 TREx D2 cells, calcium flux, dopamine EC80 | inhibition, % at 10 µM | hit rate 2% among 340,000 | AID 485344; in the data active = inhibition above about 30%; note: 0% is about no effect
Target sequence (P14416 whole entry, looked up): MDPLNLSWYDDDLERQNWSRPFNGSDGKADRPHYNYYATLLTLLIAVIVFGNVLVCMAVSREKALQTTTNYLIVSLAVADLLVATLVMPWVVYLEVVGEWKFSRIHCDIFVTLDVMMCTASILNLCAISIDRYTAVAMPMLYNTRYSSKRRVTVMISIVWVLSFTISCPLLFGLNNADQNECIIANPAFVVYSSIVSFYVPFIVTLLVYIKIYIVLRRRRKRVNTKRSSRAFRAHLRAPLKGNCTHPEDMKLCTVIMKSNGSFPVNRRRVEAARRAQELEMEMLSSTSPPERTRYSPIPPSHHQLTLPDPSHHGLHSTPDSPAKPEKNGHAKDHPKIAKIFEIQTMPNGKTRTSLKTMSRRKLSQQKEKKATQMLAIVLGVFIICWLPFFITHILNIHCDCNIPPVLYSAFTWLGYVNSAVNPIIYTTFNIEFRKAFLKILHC
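Read-out: kinetic calcium fluorescence (1 cycle/s) in inducible HEK293 T-REx D2 cells after an EC80 dopamine addition that followed 180 s compound preincubation. Loss of the dopamine response indicates antagonism.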
rTrxR1 inhibitor: rat TrxR1 inhibition; recombinant rTrxR1, NADPH fluorescence consumption, selenite substrate; Potency, µM (top dose mostly 114 µM), without a hit: at the highest dose activity change, negative = inhibition, usual class: inhibitors; hit rate 1% among 390,000; note: potency is the fitted concentration of half-maximal effect; % is set by controls: 0 for no effect and ±100 for the full control effect; nearly all actives have a fitted effect of over 65% in size
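Rat TrxR1 (90 nM in the dispensed reagent) was pre-reduced with 400 uM NADPH for 5 min at room temperature, then incubated with compound for 15 min. After 400 uM selenite was added, NADPH fluorescence (Ex 340/Em 450 nm) was followed for 8 min.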
PI4K2A block: PI4K2A (human) kinase inhibition; purified PI4K2A, ADP-Glo luminescence, 1 h; active compounds read low; activity change, negative = inhibition, % at 76.9 µM; hit rate 0.13% among 420,000; in the data active = activity change below about -50%; inconclusive = mostly about -30% to -49%;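 note: -100% = wells without enzyme as full effect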
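ADP-Glo luminescence measured ADP generated by PI4K2A enzyme (4 ug/mL before mixing) with 1.2 mM PI substrate (pre-mix) and 300 microM ATP (pre-mix). Tris pH7.5 buffer with MgCl2, Triton X-100; 1 h reaction at ambient temperature.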
TRHR ag: activates the human TRH receptor; P34981; TRHR cells, calcium flux fluo-8, FDSS agonist mode; activation, % at 2 µM; hit rate 0.18% among 360,000; AID 493084; in the data active = activation above about 30%; note: 0% is about no effect
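TRHR-expressing cells, plated overnight in medium with 10% serum, were loaded with fluo-8 calcium dye at room temperature. After a 10 s baseline, library compound was pin-added and calcium release was recorded kinetically (ex 480/em 530) as agonist response.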
D2 agonist: D2 dopamine receptor (human) agonism. P14416. HEK293 T-REx D2 cells, calcium flux agonist mode. activation, % at 2 µM. hit rate 0.53% among 340,000. AID 485358;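 active = activation over 3 SD above normal in the single-dose calcium agonist read, cut at about 30% in these data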; note: 0% is about no effect
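In this primary screen, compounds producing a positive calcium signal within 180 s of addition to tetracycline-induced, force-coupled HEK293 Trex D2 cells are flagged; cells are dye-loaded with a no-wash calcium kit beforehand.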
IDH1 R132H inh: human IDH1 R132H inhibition; O75874; IDH1-R132H enzyme, NADPH consumption, diaphorase/resazurin fluorescence; Potency, µM (top dose mostly 76.6 µM), for inactives: top-dose activity change, negative = inhibition, usual class: inhibitors; hit rate 0.093% among 390,000; note: potency is the fitted concentration of half-maximal effect; % is set by controls: 0 for no effect and ±100 for the full control effect; nearly all actives have a fitted effect of over 65% in size
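IDH1-R132H (0.5 ug/mL) preincubated 30 min with compound, then NADPH (0.016 mM) and alpha-KG (2 mM) added; 80 min at RT, pH 7.5. Remaining NADPH coupled via diaphorase/resazurin to fluorescence (540/590 nm); concentration-response curves normalized to no-enzyme control.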
USP1-UAF1 inh: USP1/UAF1 (human) deubiquitinase inhibition | O94782 | recombinant USP1/UAF1, Ub-Rhodamine cleavage fluorescence | Potency, µM (top dose mostly 57.1 µM), inactives show at the highest dose activity change, negative = inhibition, hits mostly inhibitors | hit rate 0.23% among 390,000 | AID 743255; note: potency is the fitted concentration of half-maximal effect; % is set by controls: 0 for no effect and ±100 for the full control effect; nearly all actives have a fitted effect of over 60% in size; inactives centre near -12
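High-throughput fluorogenic screen: 1nM USP1/UAF1 complex, Ub-Rho substrate 150nM final, 50mM HEPES pH 7.8 with 0.5mM EDTA, 0.1 mg/ml BSA, 1mM TCEP and 0.01% Tween-20.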
Numbers without * were called inactive; & = joins results of further samples; [ ] = another dose, or the depositor's remark. Unless noted, calls come from the whole dose curve; as a rule, active = well fitted inhibition curve with a large enough effect; inconclusive = small, poorly fitted or top-dose-only effect; inactive = no such curve, though single readings can be large or run the other way. An unsorted share of the library; any-hit rate near 3.9%.

For COc1ccc([C@H]2/C=C\CN(S(C)(=O)=O)[C@@H](C)C(=O)N2Cc2ccc(F)cc2)cc1 the results were TrxR1 substrate 1%[57.1 µM], rTrxR1 inhibitor -12%[57.1 µM], PI4K2A block 4, IDH1 R132H inh -8% and USP1-UAF1 inh -20%.
Screening N#Cc1cccc(CN2CCC(=O)N([C@H](CO)c3ccccc3)CC2)c1 returned TRHR enhancer 5, TrxR1 substrate 14%[57.1 µM], D2 antagonist -7, rTrxR1 inhibitor 17%[57.1 µM], PI4K2A block -4, TRHR ag -0.3, D2 agonist -0.2, IDH1 R132H inh -9% and USP1-UAF1 inh 24%.
For COc1ccc2ccccc2c1/C=N/NC(=O)c1cccc(Br)c1 the results were TRHR enhancer 10, TrxR1 substrate 4%[11.4 µM], D2 antagonist 10, rTrxR1 inhibitor 17%[11.4 µM], PI4K2A block 3, TRHR ag 0.2, D2 agonist -0.4, IDH1 R132H inh 0% and USP1-UAF1 inh -22%.
Screening Cc1ccc(N(CC(=O)N2CCN(c3cccc(C)c3C)CC2)S(=O)(=O)c2c(C)nn(C)c2C)cc1 returned TRHR enhancer 0, TrxR1 substrate -7%, rTrxR1 inhibitor 8%, PI4K2A block 4, TRHR ag -1.1, D2 agonist -0.5, IDH1 R132H inh -4% and USP1-UAF1 inh -8%.
O=C(CS(=O)(=O)c1ccccc1)Nc1nnc(-c2cccs2)o1 was read as TRHR enhancer 2, TrxR1 substrate -11%, D2 antagonist 2, rTrxR1 inhibitor -6%, PI4K2A block -4, TRHR ag -0.2, D2 agonist 0.9, IDH1 R132H inh 0% and USP1-UAF1 inh -9%.
CCS(=O)(=O)c1nc(S(=O)(=O)c2ccc(Cl)cc2)c(NCc2ccccn2)s1 was read as TRHR enhancer -10, TrxR1 substrate -8%, D2 antagonist 9, rTrxR1 inhibitor -4%, PI4K2A block -9, TRHR ag -1.3, D2 agonist -0.8, IDH1 R132H inh -10% and USP1-UAF1 inh -18%.
For CCOC12CC(C)(C)CC(C)(CC3=C1C(=O)CC(C)(C)C3)C2 (centres undefined) the results were TRHR enhancer 1, TrxR1 substrate 1%, D2 antagonist 1, rTrxR1 inhibitor 19%, PI4K2A block -6, TRHR ag -0.4, D2 agonist 1.6, IDH1 R132H inh 8% and USP1-UAF1 inh -10%.
For CCOc1ccccc1NC(=O)C(c1ccccc1)N1CCN(CC(=O)N2CCCC2)CC1 (centres undefined) the results were TrxR1 substrate -1%, rTrxR1 inhibitor 11%, PI4K2A block 1, IDH1 R132H inh 7% and USP1-UAF1 inh -8%.
O=C(NNC(=O)c1ccccc1-n1cccc1)c1ccc(Cl)nc1 was read as TRHR enhancer 5, TrxR1 substrate -3%, D2 antagonist -13, rTrxR1 inhibitor -5%, PI4K2A block 1, TRHR ag 0.5, D2 agonist 0.7, IDH1 R132H inh -8% and USP1-UAF1 inh -10%.
`COC(=O)C1=C(C)N(Cc2ccccc2)C(=NCc2cc(OC)c(OC)c(OC)c2)N[C@H]1c1ccccc1` gave TRHR enhancer 0&-5, TrxR1 substrate 5%, D2 antagonist -9, rTrxR1 inhibitor 14%, PI4K2A block -4, TRHR ag -0.1&0.7, D2 agonist 0.8, IDH1 R132H inh -9% and USP1-UAF1 inh -24%.
For Cc1cccc(CC(C)NC(=O)CCc2nnc(-c3ccccc3)o2)n1 (centres undefined) the results were TRHR enhancer 1, TrxR1 substrate 5%, D2 antagonist -19, rTrxR1 inhibitor 7%, PI4K2A block 1, TRHR ag -1.6, D2 agonist -0.5, IDH1 R132H inh 6% and USP1-UAF1 inh -19%.
Cn1c(=O)c2c(ncn2CC(COCc2ccccc2Cl)OCc2ccccc2Cl)n(C)c1=O (centres undefined) was read as TRHR enhancer 15, TrxR1 substrate -6%, D2 antagonist -6, rTrxR1 inhibitor -7%, PI4K2A block -1, TRHR ag 0.2, D2 agonist -2.1, IDH1 R132H inh 0% and USP1-UAF1 inh -16%.
`Cc1cc(/C=N/n2cnnc2)c(C)n1-c1ccc(OCc2ccc(Cl)cc2Cl)cc1` gave TRHR enhancer -5, TrxR1 substrate 4%[57.1 µM], D2 antagonist 2, rTrxR1 inhibitor 9%[57.1 µM], PI4K2A block -3, TRHR ag -1.3, D2 agonist -1.0, IDH1 R132H inh 2% and USP1-UAF1 inh -10%.
`CC1=C(C(=O)Nc2ccccc2C)C(c2ccc(C)o2)N2C(=O)CSC2=N1` (centres undefined) gave TRHR enhancer 0, TrxR1 substrate 12%, D2 antagonist -7, rTrxR1 inhibitor 29%, PI4K2A block -27, TRHR ag 0.1, D2 agonist 0.4, IDH1 R132H inh -2% and USP1-UAF1 inh -23%.
COc1cc2[nH]c(=O)n(CCCC(=O)N3CC=C(c4ccccc4)CC3)c(=O)c2cc1OC was read as TRHR enhancer 5, TrxR1 substrate 18%[57.1 µM], D2 antagonist 3, rTrxR1 inhibitor 24%[57.1 µM], PI4K2A block -3, TRHR ag -1.4, D2 agonist 0.7, IDH1 R132H inh 7% and USP1-UAF1 inh -15%.
Screening C=CCNc1nc(SCC=C)nc2ccsc12 returned TRHR enhancer -16, TrxR1 substrate -2%, D2 antagonist -9, rTrxR1 inhibitor inconclusive, PI4K2A block 5, TRHR ag 1.9, D2 agonist 0.6, IDH1 R132H inh 8% and USP1-UAF1 inh -20%.
COc1ccc(C(CNC(=O)c2ccc(S(=O)(=O)Nc3ccccc3OC)cc2)N2CCCC2)cc1 (centres undefined) was read as TrxR1 substrate 1%, rTrxR1 inhibitor -9%, PI4K2A block -1, IDH1 R132H inh 7% and USP1-UAF1 inh -23%.
For O=c1c(/C=N/O)c(Nc2ccccc2)nc2ccccn12 the results were TRHR enhancer 2, TrxR1 substrate 8%[57.1 µM], D2 antagonist 8, rTrxR1 inhibitor 9%[57.1 µM], PI4K2A block -6, TRHR ag -0.6, D2 agonist -3.4, IDH1 R132H inh 0% and USP1-UAF1 inh -18%.
`Cc1cc(C)c(Cn2c3ccccc3c3cnn(CC(=O)NCCCc4ccccc4)c(=O)c32)c(C)c1` gave TRHR enhancer 2, TrxR1 substrate 10%, rTrxR1 inhibitor 12%, PI4K2A block -1, TRHR ag 2.1, D2 agonist 0.6, IDH1 R132H inh -15% and USP1-UAF1 inh -10%.
`CN(C)c1nc(NC(C)(C)C)nc(NC(C)(C)C)n1` gave TRHR enhancer -3, TrxR1 substrate 0%[57.1 µM], D2 antagonist 13, rTrxR1 inhibitor 28%[57.1 µM], PI4K2A block 4, TRHR ag 0.3, D2 agonist 0.7, IDH1 R132H inh -4% and USP1-UAF1 inh -2%.
`CC(C)c1ccc(NC(=O)CSc2nc(=O)n(CCCN3CCOCC3)c3c2CCC3)cc1` gave TRHR enhancer 0, TrxR1 substrate -13%, D2 antagonist 14, rTrxR1 inhibitor -16%, PI4K2A block 0, TRHR ag 1.2, D2 agonist 0.2, IDH1 R132H inh 8% and USP1-UAF1 inh -1%.
Screening CCn1c(SCC(=O)NNC(=O)c2ccc(C)cc2)nnc1C1CC1 returned TRHR enhancer -2, TrxR1 substrate -8%, D2 antagonist 3, rTrxR1 inhibitor 1%, PI4K2A block -1, TRHR ag 0.5, D2 agonist 0.4, IDH1 R132H inh -3% and USP1-UAF1 inh -15%.
For COCCNC(=O)/C(C#N)=C/c1ccccc1Br the results were TRHR enhancer -4, TrxR1 substrate 6%, rTrxR1 inhibitor 1%[57.1 µM], PI4K2A block 6, TRHR ag 0.1, IDH1 R132H inh -3% and USP1-UAF1 inh -12%.
Screening CCOc1cc(-c2c(C#N)c(N)nc3c2CCCC3C)ccc1O (centres undefined) returned TRHR enhancer -2, TrxR1 substrate -14%, rTrxR1 inhibitor 17%[57.1 µM], PI4K2A block 0, TRHR ag -1.5, IDH1 R132H inh -2% and USP1-UAF1 inh -14%.
CCCc1ccc(OCc2ccc(C(=O)Nc3cccc(C)n3)o2)c(OC)c1 was read as TRHR enhancer 3, TrxR1 substrate 2%, D2 antagonist 0, rTrxR1 inhibitor -2%, PI4K2A block 1, TRHR ag -0.7, D2 agonist -1.1, IDH1 R132H inh 21% and USP1-UAF1 inh -15%.
Screening O=C(CNC(=O)c1cccs1)N/N=C/c1ccc(Cl)cc1 returned TRHR enhancer -6, TrxR1 substrate 7%[57.1 µM], D2 antagonist -12, rTrxR1 inhibitor 23%[57.1 µM], PI4K2A block -1, TRHR ag 0.8, D2 agonist 0.9, IDH1 R132H inh -2% and USP1-UAF1 inh -14%.
Screening O=C(NCCN1CCCC1=O)C1CCC(=O)N(CCc2cccc(F)c2)C1 (centres undefined) returned TRHR enhancer -5, TrxR1 substrate 3%, D2 antagonist 7, rTrxR1 inhibitor 9%, PI4K2A block -2, TRHR ag 1.0, D2 agonist 0.5, IDH1 R132H inh -1% and USP1-UAF1 inh -26%.
Screening O=C(CSc1nc2ccccc2s1)N/N=C/c1ccc(C(=O)O)cc1 returned TRHR enhancer 2, TrxR1 substrate 3%[57.1 µM], D2 antagonist -5, rTrxR1 inhibitor 11%[57.1 µM], PI4K2A block -3, TRHR ag -0.3, D2 agonist -2.2, IDH1 R132H inh 0% and USP1-UAF1 inh 5%.
For COc1ccc(CNC(=O)c2ccc(Cn3nc(C)c([N+](=O)[O-])c3C)o2)cc1 the results were TRHR enhancer -2, TrxR1 substrate -9%, rTrxR1 inhibitor -9%, PI4K2A block 2, TRHR ag 2.1, IDH1 R132H inh -11% and USP1-UAF1 inh -10%.
Cc1ccc(S(=O)(=O)NCC(=O)Nc2ccc(C(F)(F)F)cc2)cc1 was read as TRHR enhancer -5, TrxR1 substrate 8%, D2 antagonist 0, rTrxR1 inhibitor 23%, PI4K2A block 2, TRHR ag -0.2, D2 agonist 0.9, IDH1 R132H inh 0% and USP1-UAF1 inh -14%.
